Bioassay records: PubChem BioAssay, National Center for Advancing Translational Sciences (NCATS)
VP16 counter – Gal4-VP16 reporter inhibition counter-screen; Drosophila S2 Gal4-VP16 UAS-luciferase, luminescence, 20 h; Potency, µM (highest dose often 53.6 µM), for the others: top-dose activity, negative = inhibition, usual class: inhibitors; actives 3.5% (n = 310,000); AID 2546;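 note: Gal4-VP16 expression switched on by copper sulfate through the metallothionein promoter; potency is the fitted concentration of half-maximal effect; % is set by controls: 0 for no effect and ±100 for the full control effect; nearly all actives have a fitted effect of over 50% in size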
ELG1 DNA repair – blocks ELG1-dependent DNA repair in HEK293T cells; HEK293T ELG1-luciferase reporter, luminescence, 16 h; DNA damage induced by 5-fluorouridine; Potency, µM (titrated, usually from 46.1 µM), inactives show top-dose activity change, negative = inhibition, most hits filed as inhibitors; actives 2.3% (n = 330,000); note: potency is the fitted concentration of half-maximal effect; % is set by controls: 0 for no effect and ±100 for the full control effect; nearly all actives have a fitted effect of over 55% in size
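Quantitative HTS, concentration-response format. 2,000 cells/well co-treated with 5-fluorouridine and compound, 16 hr in 5% CO2 at 37 °C; ONE-Glo luminescence read after 30 min.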
p53 reactivation – re-activators of mutant p53 | AID 504706 | Potency, µM (doses to about 92.2 µM), for inactives: at the highest dose activity change, positive = activation, actives largely listed as activators | H1299 p53-A138V BP100-luciferase reporter, luminescence, 24 h | actives 0.063% (n = 320,000); note: potency is the fitted concentration of half-maximal effect; % of control where 0% means no effect; nearly all actives have a fitted effect of over 45% in size
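H1299 (p53-null), stable ts p53-A138V + BP100-Luc; 1000 cells/well, Opti-MEM/10% FBS; cpd 4 pt, 1:5; 24 h, 37 deg C, 5% CO2; detection reagent 10 min RT; luminescence.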
FLuc counter – firefly luciferase modulation, counter-screen for miR-21 project; P08659; purified FLuc, Km substrates, luminescence inhibition; Potency, µM (doses to about 57.5 µM), inactives show top-dose activity change, negative = inhibition, usual class: inhibitors; actives 6.9% (n = 360,000); AID 588342;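 note: potency is the fitted concentration of half-maximal effect; plate controls were vehicle for no effect and reference inhibitor for full effect; nearly all actives have a fitted effect of over 55% in size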
Target sequence (P08659 whole entry, looked up): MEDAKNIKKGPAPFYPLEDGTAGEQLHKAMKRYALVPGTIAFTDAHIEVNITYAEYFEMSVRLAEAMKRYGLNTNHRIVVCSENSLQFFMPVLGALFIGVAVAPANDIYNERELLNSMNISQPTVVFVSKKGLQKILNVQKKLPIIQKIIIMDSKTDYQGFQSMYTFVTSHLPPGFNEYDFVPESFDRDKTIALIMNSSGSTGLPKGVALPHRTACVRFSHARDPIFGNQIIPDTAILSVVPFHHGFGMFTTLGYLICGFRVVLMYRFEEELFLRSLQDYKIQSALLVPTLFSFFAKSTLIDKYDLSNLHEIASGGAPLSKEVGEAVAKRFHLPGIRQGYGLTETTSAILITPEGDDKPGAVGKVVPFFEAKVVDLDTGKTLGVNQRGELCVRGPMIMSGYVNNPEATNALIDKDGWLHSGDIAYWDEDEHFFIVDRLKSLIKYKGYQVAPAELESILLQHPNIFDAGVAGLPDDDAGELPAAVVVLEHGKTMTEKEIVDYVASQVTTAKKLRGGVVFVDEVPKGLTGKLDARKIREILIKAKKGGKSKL
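Purified P. pyralis luciferase (10nM final) with 10uM D-luciferin and 10uM ATP (Km levels) in 50mM Tris acetate pH 7.5, 10mM Mg acetate, 0.01% Tween-20, 0.05% BSA; qHTS 6-point titration, ~60 µM downward; luminescence read.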
TRPV1 agonist – activates the human vanilloid receptor TRPV1 | Q8NER1 | TRPV1-expressing cells, Fluo-8 calcium influx, agonist mode | activation, % at 8.33 µM | actives 0.19% (n = 320,000); in the data active = activation above about 80%; inconclusive = between about 30% and that limit; note: 0% is about no effect
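Cells expressing TRPV1 were dye-loaded with Fluo-8 and read kinetically: 10 s baseline, 3 min after compound (agonist portion), then 2 min after EC20 capsaicin (allosteric enhancer portion). Calcium-bound dye fluorescence at 480/520 nm.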
BRCA1 expr up – activators of BRCA1 expression | Potency, µM (doses to about 46.1 µM), inactives show top-dose activation, hits mostly activators | actives 1.1% (n = 380,000) | MCF7-BRCA1-FFLuc reporter, luminescence, 48 h; response scale: scaled: vehicle 0%, 10 µM genistein 100%; note: potency is the fitted concentration of half-maximal effect; nearly all actives have a fitted effect of over 80% in size; some results filed as inactive show a strong effect at the top dose
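Luminescence from a BRCA1-driven firefly luciferase in MCF7 cells was read after 48 h compound exposure at 37 C. Data normalized against DMSO and a 10microM genistein activation control, then curve-fitted across the titration.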
ELG1 genotox – inducers of genotoxicity in HEK293T ELG1-luciferase cells; HEK293T ELG1-luciferase reporter, luminescence, 16 h; Potency, µM (top dose mostly 46 µM), for inactives: top-dose activity change, positive = activation, hits mostly activators; actives 1.3% (n = 330,000); AID 504466; note: potency is the fitted concentration of half-maximal effect; % of control where 0% means no effect; nearly all actives have a fitted effect of over 60% in size
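Cells (2,000/well) expressing the ELG1-luciferase fusion are dosed by pin tool and kept 16 hr at 37 °C, 5% CO2. Signal comes from ONE-Glo luciferase reagent after 30 min at room temperature.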
Rab9 promoter act – activators of Rab9 promoter. Huh7 Rab9 promoter-luciferase reporter, luminescence, 24 h. Potency, µM (series often up to 9.22 µM), inactives show at the highest dose activation, negative = inhibition, most hits filed as activators. actives 2.8% (n = 320,000). AID 485297; note: potency is the fitted concentration of half-maximal effect; % of control where 0% means no effect; nearly all actives have a fitted effect of over 60% in size
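Quantitative HTS format; Huh7 Rab9-luciferase reporter cells (1500/well) receive compound 2 h post-plating, incubate 24 h at 37 °C, then get luciferase reagent for 10 min before luminescence reading.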
Tb PFK inh – T. brucei PFK enzyme inhibition; T. brucei PFK, ADP-Glo luminescence; O15648; actives 0.17% (n = 330,000); Potency, µM (doses to about 57.5 µM), for inactives: at the top dose activity, negative = inhibition, hits mostly inhibitors; AID 485367;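 note: potency is the fitted concentration of half-maximal effect; 0% = uninhibited 1x PFK enzyme wells and -100% = no-enzyme wells; nearly all actives have a fitted effect of over 60% in size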
Target sequence (O15648 whole entry, looked up): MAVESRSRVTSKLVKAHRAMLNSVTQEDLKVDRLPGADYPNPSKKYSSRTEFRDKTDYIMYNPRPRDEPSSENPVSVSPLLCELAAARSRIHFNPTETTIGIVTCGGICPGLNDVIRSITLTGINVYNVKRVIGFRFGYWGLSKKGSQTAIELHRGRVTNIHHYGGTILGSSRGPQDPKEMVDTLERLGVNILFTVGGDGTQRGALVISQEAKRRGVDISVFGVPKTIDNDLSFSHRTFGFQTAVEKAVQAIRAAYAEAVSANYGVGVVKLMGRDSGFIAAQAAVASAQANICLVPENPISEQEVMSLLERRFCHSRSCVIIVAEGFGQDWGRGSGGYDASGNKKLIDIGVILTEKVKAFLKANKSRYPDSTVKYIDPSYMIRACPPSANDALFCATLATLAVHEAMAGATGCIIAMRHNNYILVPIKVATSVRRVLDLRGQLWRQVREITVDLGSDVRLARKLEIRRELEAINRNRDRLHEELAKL
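Compounds were pin-transferred as a titration series up to 57 uM into substrate buffer (0.5 mM F6P, 0.1 mM ATP, pH 8.0), then 1.25 nM PFK was added and reactions ran 45 min before ADP-Glo detection.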
NPC1 promoter act – activates the NPC1 promoter | actives 2.4% (n = 320,000) | Potency, µM (top dose mostly 9.22 µM), without a hit: at the top dose activation, most hits filed as activators | Huh7 NPC1 promoter luciferase reporter, 24 h | AID 485313;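 note: potency is the fitted concentration of half-maximal effect; % of control where 0% means no effect; nearly all actives have a fitted effect of over 60% in size; reporter is driven by a mutant NPC1 promoter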
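Luminescence read-out of NPC1 promoter-driven luciferase in stably transfected Huh7 cells; compounds delivered in DMSO and left 24 h at 37C, 5% CO2, qHTS titration format.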
RORg inh – ROR gamma (mouse) transcription inhibition | Drosophila S2 Gal4-RORgamma UAS-luciferase reporter, 20 h | AID 2551 | P51450 | Potency, µM (top dose mostly 53.6 µM), for the others: at the top dose activity change, negative = inhibition, most hits filed as inhibitors | actives 5.4% (n = 310,000); note: potency is the fitted concentration of half-maximal effect; % is set by controls: 0 for no effect and ±100 for the full control effect; nearly all actives have a fitted effect of over 60% in size
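Drosophila Schneider cells stably carrying a metallothionein-driven Gal4 DBD–ROR gamma fusion and a UAS-Photinus luciferase reporter were exposed to compound for 1 hr, then induced with copper sulfate (700 uM final) for 20 hr at ambient temperature before luminescence reading.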
Active calls of the source: *; ? = inconclusive; nt = not tested or not shown; [ ] = dose if it differs, or a comment. Unless noted, calls come from the whole dose curve; as a rule, active = well fitted curve in the direction sought with a large enough effect; inconclusive = small, poorly fitted or top-dose-only effect, or another doubt; inactive = no such curve, though single readings can be large; an effect the other way counts as inactive or inconclusive.

SMILES	VP16 counter	ELG1 DNA repair	p53 reactivation	FLuc counter	TRPV1 agonist	BRCA1 expr up	ELG1 genotox	Rab9 promoter act	Tb PFK inh	NPC1 promoter act	RORg inh
CCOC(=O)C1=NN(C(C)=O)C2(CC(=O)N(c3cccc(C)c3)C2=O)C1 (centres undefined)	0.8%	-2.5%	19.5%	0.8%	3.9	-1.0%	0.3%	12.7%	0.0%	-1.3%	18.3%
COc1ccc(S(=O)(=O)N2Cc3ccccc3CC2C(=O)N2CCOCC2)cc1 (centres undefined)	2.4%	5.2%	-4.4%	4.6%	-0.4	4.5%	2.9%	1.9%	3.7%	0.3%	-7.7%
CCN(CC)C(=O)CSc1nc2ccc(NC(=O)CSc3nnc(N)s3)cc2s1	2.8%	0.6%	10.5%	?	-0.4	11.6%	-6.1%	5.5%	-24.9%	6.4%	4.6%
COc1ccc(CC(=O)N(C)CC(=O)Nc2ccc(F)cc2)cc1S(=O)(=O)N1CCOCC1	nt	11.6%	-11.8%	2.7%	1.4	-16.7%	3.2%	-3.7%	9.6%	-3.5%	nt
CCc1ccc(C2C(C#N)=C(N)C(C#N)(C#N)C3=CCC(C(C)(C)C)CC32)cc1 (centres undefined)	?	-14.4%	-32.3%[inhibitor]	-11.2%	23.8	-56.7%	-0.1%	-1.6%	-3.5%	-2.0%	?
O=C(NNC(=O)C1CCN(Cc2ccccc2)CC1)c1cccs1	-2.2%[10 µM]	-1.1%	0.4%	5.0%	-0.2	-22.9%	-4.1%	-4.4%	4.9%	-7.1%	-29.5%
O=[N+]([O-])c1cc(/C=N/N2CCOCC2)cs1	19.0%	-3.4%	?	0.8%	-0.2	2.4%	-1.3%	-1.7%	2.0%	-1.3%	25.5%
Cc1ccc(C(c2sc3ncnn3c2O)N2CCC(C)CC2)cc1 (centres undefined)	5.1%	2.8%	-2.9%	-0.2%	2.0	2.8%	4.1%	-3.0%	7.6%	-6.2%	-33.2%
CCS(=O)(=O)N1CCC(C(=O)NCCN2CCN(Cc3ccccc3)CC2)CC1	-3.4%	-8.2%	-0.5%	0.6%	-0.7	9.5%	-0.6%	-5.4%	-1.9%	1.5%	-0.6%
CCc1c(C)sc(NC(=O)CC#N)c1C#N	-7.5%	-0.6%	-7.7%	-0.5%	-2.9	-25.5%	1.2%	2.9%	4.1%	0.1%	14.1%
Cc1cccnc1NC1(C(F)(F)F)N=C(c2ccccc2)NC1=O (centres undefined)	-2.5%	2.0%	-1.4%	0.7%	-0.9	-1.6%	0.2%	12.8%	-2.1%	-3.3%	1.0%
O=C(NCc1ccc2c(c1)OCO2)c1ccco1	-7.2%	5.5%	0.6%	-1.4%	-0.5	5.0%	0.9%	1.7%	-2.2%	-0.8%	-14.3%
O=C(Nc1ccccn1)C1CCN(C(=O)c2ccc(F)cc2)CC1	nt	-5.8%	-1.9%	6.0%	-3.2	-0.4%	-9.9%	-3.7%	0.6%	5.5%	nt
CSc1ccccc1NC(=O)Nc1cccc2ccccc12	-26.7%	4.0%	-3.3%	5.2%	-6.6	-4.0%	?	0.6%	2.1%	-1.7%	0.1%
CC(NC(=O)CN1CCN(S(=O)(=O)c2ccc(Br)cc2)CC1)c1ccccc1 (centres undefined)	nt	9.3%	-2.6%	-0.8%	3.4	-15.5%	0.1%	-3.8%	18.4%	0.9%	nt
CC(C)(C)C(=O)NC1CCN(S(=O)(=O)c2cccc(C(F)(F)F)c2)CC1	-5.8%	-5.4%	3.5%	-0.3%	0.3	-5.5%	-3.3%	-5.5%	-5.3%	0.2%	7.0%
O=C(CN1CCN(S(=O)(=O)c2ccccc2F)CC1)NC1CCCC1	18.5%	5.0%	-1.9%	3.0%	1.9	-15.2%	0.5%	-1.6%	0.2%	1.6%	-1.1%
CCn1c(SCC(=O)c2c(N)n(C)c(=O)n(C)c2=O)nc2sc(C)c(C)c2c1=O	-6.4%	8.1%	-8.9%	-0.9%	?	nt	0.0%	10.5%	2.1%	-0.8%	-8.7%
CN(c1ccccc1C(=O)N1CCN(c2cccc(Cl)c2)CC1)S(C)(=O)=O	14.7%	-14.7%	-7.6%	-0.4%	0.1	-17.7%	-2.2%	-2.6%	-7.1%	0.8%	25.4%
CCc1ccc(Cn2nnc(C(=O)Nc3cccc(C)c3)c2N)cc1	-1.8%	11.0%	-3.7%	5.2%	3.8	16.6%	9.4%	-6.8%	-0.2%	1.0%	?
O=C(NN1C(=O)C2C3C=CC([C@@H]2C1=O)C31CC1)c1ccccc1 (some centres undefined)	1.8%	-7.0%	-2.6%	-1.8%	-1.7	-9.6%	0.4%	1.9%	0.5%	-3.4%	4.0%
COc1ccc(C2c3ccsc3CCN2C(=O)NC(C)(C)C)cc1 (centres undefined)	5.6%	0.0%	-1.6%	-0.4%	29.2	0.9%	-1.4%	-0.4%	0.6%	-3.9%	24.4%
CCc1nc2ccccc2c(C(=O)NCc2ccc(OC)cc2)c1C	1.1%	-3.7%	-3.0%	5.5%	2.8	15.3%	-8.9%	1.3%	2.7%	-3.0%	-36.9%
CCCSC1=C(C#N)C(c2cccs2)CC(=O)N1 (centres undefined)	-16.5%	1.7%	0.6%	?	5.4	26.6%	-1.2%	1.5%	1.2%	-4.5%	-23.7%
O=C(NC(=S)Nc1ccc(Cl)cn1)c1cccs1	1µM*	?	?	3.01µM*	-1.3	?	?	5.62µM*	-2.5%	?	?
More entries:
SMILES	VP16 counter	ELG1 DNA repair	p53 reactivation	FLuc counter	TRPV1 agonist	BRCA1 expr up	ELG1 genotox	Rab9 promoter act	Tb PFK inh	NPC1 promoter act	RORg inh
CCC(=O)Nc1nc(=S)ss1	?	-23.3%	0.1%	-10.5%	-2.9	-9.6%	0.7%	-4.7%	-1.5%	-1.9%	-33.4%
COC(=O)Cc1c(C)nc2nc(NCc3ccccc3OC)[nH]n2c1=O	-4.9%	-2.5%	-13.5%	3.1%	-6.0	5.0%	-2.9%	-25.8%	-2.0%	0.1%	-21.6%
CCN(CC)c1ccc2nc3ccc(N)cc3[n+](-c3ccccc3)c2c1	nt	?	-4.2%	13.5µM*	-5.9	-70.2%	-2.7%	-33.6%[inhibitor]	-28.3%	-36.0%[inhibitor]	nt
CC(=O)Nc1ccc(-c2csc(NC(=O)C3=COCCO3)n2)cc1	nt	25.7%	?	-16.6%	-0.8	?	1.1%	?	-7.5%	29.5%	nt
COC(=O)c1nnn(-c2ccccc2)c1N	-21.8%	?	12.2%	0.4%	-4.1	-0.8%	-1.7%	-1.9%	0.3%	-7.1%	9.1%
O=C(NCc1ccco1)c1ccccc1-c1ccc(C(F)(F)F)cc1	-3.6%	-6.8%	-1.5%	4.1%	5.7	-28.2%	-4.0%	1.7%	-1.9%	-0.1%	?
COCCn1c(=S)[nH]c2cc(C(=O)NC(C)C)ccc2c1=O	-12.8%	2.3%	-3.1%	3.6%	-3.1	-0.3%	-2.5%	2.9%	5.9%	2.8%	42.3%
CCCCNC(=O)CNC(=S)N(Cc1ccccc1)Cc1cccs1	-2.6%	?	-2.1%	-11.3%	7.6	-36.1%	-2.0%	-1.0%	7.3%	0.0%	2.7%
C/C=C/c1ccc(OCC(=O)Nc2ccc(OC)c(OC)c2)c(OC)c1	-1.2%	16.4µM*	13.3%	-7.0%	3.3	-0.5%	-7.8%	-3.6%	-8.8%	-7.6%	27.1%
CC1(C)CC(NS(=O)(=O)OCC(Cl)(Cl)Cl)c2cc(C#N)ccc2O1 (centres undefined)	-3.9%	4.1%	nt	0.4%	-0.9	0.0%	-8.9%	-1.7%	0.1%	-3.0%	43.1%
COCC(=O)N/N=C/c1c(C)[nH]n(-c2ccccc2)c1=O	?	?	-8.9%	-13.1%	-2.6	4.3%	-3.1%	10.8%	-5.8%	-8.4%	0.631µM*
CC1CN=C2C(C(=O)Nc3ccccc3)=C(O)CC(c3ccccc3)N21 (centres undefined)	-2.9%	4.4%	-5.5%	-9.1%	27.0	-29.1%	0.6%	-3.8%	3.2%	0.7%	?
Nc1c(N(CCO)C(=O)/C=C/c2ccco2)c(=O)[nH]c(=O)n1Cc1ccccc1	-1.3%	19.6%	2.2%	-5.9%	-5.8	-3.0%	7.2%	?	-10.1%	1.1%	-0.8%
Cc1cc(NC(=O)c2cccc(S(=O)(=O)N3CCC(C)CC3)c2)no1	-10.4%	-17.5%	-12.6%	-0.7%	-0.4	-11.7%	-5.3%	-0.3%	-0.4%	0.7%	10.1%
